# S3 lipid droplet: qHTS Assay for Lipid Storage Modulators in Drosophila S3 Cells. Drosophila S3 cells, BODIPY lipid droplet fluorescence, 18-24 h; cells fed with added oleic acid. lipid storage change, negative = inhibition, % at the top dose, mostly 46.1 µM; hits show Potency in µM. 320,000 compounds, 0.64% hits. AID 2685, 2010; active = well fitted inhibition curve with a large enough effect in the signal ratio, with a control signal flat, not every such curve was filed as active; inconclusive = small, poorly fitted or top-dose-only effect, or effect the other way, or a change in a side signal; the % refers to the signal ratio
#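 Laser-scanning cytometry quantifies lipid droplet accumulation (500–530 nm total intensity; droplet/cell object ratio) in oleic acid-fed (400 uM added) Drosophila S3 cells treated with a concentration series. 20 uM Triacsin C defined 100% inhibition.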
# S3 lipid droplet cell count max: also measured in S3 lipid droplet; calls as there; cell number change, %; measured here: cell count max response;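 cells counted by Cell Tracker Red CMTPX staining in the red channel; peak over a dose series mostly up to 46.1 µM; percent activity relative to internal control wells on each plate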
# The depositor's hits bear a star; i = inactive; u = inconclusive; x = not tested or not shown; [ ] = dose if it differs, or a comment. % is scaled to controls: 0 for no effect and ±100 for the full control effect; potency is read from the fitted curve at half-maximal effect.
SMILES,S3 lipid droplet,S3 lipid droplet cell count max
Cc1ccc(CNc2ccc([N+](=O)[O-])cc2C(N)=O)cc1,u,x
COc1ccc(C(C)C)cc1S(=O)(=O)Nc1ncn[nH]1,u,x
O=C(CCc1nc2ccccc2c(=O)[nH]1)NNC(=O)c1ccccc1Cl,24%,x
COc1ccc(CC(=O)Nc2ccccc2C(=O)N2CCOCC2)cc1OC,u,x
COc1ccc(OC)c(/C=N/NC(=O)CN2CCSCC2)c1,u,x
O=C(CCNC(=O)N1CCn2c1nc1ccccc12)NCc1ccccc1,u,x
CC(C)(C)C(=O)N1CCN(c2nc3ccc(Cl)cc3s2)CC1,4%,4
Cc1ccc(C(=O)NCc2ccc(Cl)cc2)o1,-18%,-1
CCC(=S)/C=C1\Sc2ccc3ccccc3c2N1CCCS(=O)(=O)O,i,x
Oc1ccccc1C1CCCCC1c1ccccc1 (configuration not stated),u,x
CCOc1cccc2cc(C(N)=O)c(=NCc3ccccc3)oc12,u,x
CCCC[n+]1ccc(-c2nc3ccc([N+](=O)[O-])cc3[nH]2)cc1,u,x
CCOc1ccc(CCNC(=O)Cc2ccc(NC3=NC4CS(=O)(=O)CC4S3)cc2)cc1 (configuration not stated),6%,12
CC(=O)c1ccc(OCC(C)C)c(Cc2c(O)nc(N)[nH]c2=O)c1,7%,4
O=C(NCc1cccs1)c1cccnc1C(=O)O,u,x

# Exported with values under each structure: 2 of the compounds above
# Results follow in this order: S3 lipid droplet	S3 lipid droplet cell count max
- O=C(CCc1nc2ccccc2c(=O)[nH]1)NNC(=O)c1ccccc1Cl
→ 24%	x
- COc1ccc(CC(=O)Nc2ccccc2C(=O)N2CCOCC2)cc1OC
→ u	x

# More records.
SMILES,S3 lipid droplet,S3 lipid droplet cell count max
COc1ccc(S(=O)(=O)N2CCC(C(=O)N3CCCC3)CC2)cc1C,u,x
CCC(=O)N1N=C(c2ccc(NS(C)(=O)=O)cc2)CC1c1ccc(N(C)C)cc1 (configuration not stated),7%,5
O=C(N/N=C/c1ccc(O)cc1O)c1ccc(CN2C(=O)c3cccc4cccc2c34)cc1,-25%,-1
Cc1cc(C)cc(N(CC(=O)NC2CCCCC2)C(=O)CCC(=O)Nc2cc(C)ccn2)c1,u,x
O=C(Nc1c(C(=O)N2CCOCC2)cnn1-c1ccccc1)c1ccco1,11%,-16
COc1ccc(-c2csc(NC(=O)c3ccco3)n2)cc1,-19%,-13
CCOc1ccc(S(=O)(=O)N2CCCCC2)cc1NC(=O)CCc1ccc(OC)cc1,u,x
Cc1c(CCC(=O)N2CCC(C(=O)O)CC2)c(=O)oc2cc3oc4c(c3cc12)CCCC4,0%,-2
COc1ccccc1N1CCN(c2cc(=O)n(-c3ccc(Cl)cc3)c(=O)[nH]2)CC1,i,x
CCOc1ccc(CCNS(=O)(=O)c2c(C)nc3scc(C)n3c2=O)cc1OCC,i,x
O=C(OCC(=O)c1ccc(Cl)cc1Cl)c1cnccn1,u,x
COc1ccc(C2C(C(C)=O)=C(O)C(=O)N2c2ccc(F)cc2)cc1 (configuration not stated),u,x
COc1ccc(-c2nc(CS(=O)CC(=O)NCc3ccccn3)c(C)o2)cc1 (configuration not stated),-1%,-17
Cc1cccc(Oc2ccccc2NC(=O)C2=COCCO2)c1,u,x
CC(C)NCc1cccc([N+](=O)[O-])c1,u,x

# Five structures from above, ordered by formula weight, descending:
SMILES,S3 lipid droplet,S3 lipid droplet cell count max
CCC(=O)N1N=C(c2ccc(NS(C)(=O)=O)cc2)CC1c1ccc(N(C)C)cc1 (configuration not stated),7%,5
COc1ccc(-c2nc(CS(=O)CC(=O)NCc3ccccn3)c(C)o2)cc1 (configuration not stated),-1%,-17
COc1ccc(S(=O)(=O)N2CCC(C(=O)N3CCCC3)CC2)cc1C,u,x
Cc1cccc(Oc2ccccc2NC(=O)C2=COCCO2)c1,u,x
CC(C)NCc1cccc([N+](=O)[O-])c1,u,x

# (listing goes on)
SMILES,S3 lipid droplet,S3 lipid droplet cell count max
COc1ccc(OCC(=O)Nc2ccc(OC)c(S(=O)(=O)N3CCCCC3)c2)cc1,10%,-10
CN(C)S(=O)(=O)c1ccc(NC(=O)CSc2n[nH]c(=O)n2C2CC2)cc1,u,x
Cc1ccc(NC(=O)c2ccc3ccccc3n2)nc1,u,x
O=C(CN(CC1CCCO1)C(=O)CNS(=O)(=O)c1ccc(F)cc1)NCc1ccccc1 (configuration not stated),i,30
Cn1c(=O)c2c(nc(NCc3ccccc3)n2Cc2ccc(F)cc2)n(C)c1=O,u,x
O=C(NCC1CCCO1)c1csc2c1CCCC2 (configuration not stated),u,x
CNc1ccc(OC(F)F)cc1C(=O)c1ccccc1,-42%,-14
Cc1ccc(NC(=O)c2cc(NC(=O)C3CC=CCC3C(=O)O)ccc2N2CCOCC2)cc1Cl (configuration not stated),u,x
COc1ccc(C(C#N)(CCC#N)CCC#N)cc1OC,u,x
CCOc1cccc(OCCOc2ccccc2[N+](=O)[O-])c1,u,x
COc1ccc(/C=C/C(=O)OCc2cc(=O)n3c(n2)sc2ccccc23)cc1,10%,-9
Cc1cc(C)cc(N=c2c([N+](=O)[O-])nn(-c3ccc4c(c3)OCCO4)n2O)c1,u,x
Cc1ccc(OCC(=O)c2cc(C)n(C3CC3)c2C)c([N+](=O)[O-])n1,12%,5
COCc1cc(=O)[nH]c(SCC(=O)Nc2ccccc2)n1,u,x
Cc1cc(OCC(=O)NCCN2CCOCC2)cc(C)c1Cl,u,x
Cc1[nH]c(=O)[nH]c(=O)c1S(=O)(=O)Nc1cccc(C(F)(F)F)c1,u,x
O=C(c1ccc(S(=O)(=O)N2CCOCC2)cc1)N(c1ccccn1)C1CCCCC1,u,x
N#Cc1c(-c2cccs2)cc(C2CC2)nc1SCC(N)=O,u,x
O=C(NCc1nc2ccccc2[nH]1)C1=C[C@@H](C2CCCCC2)C[C@@H](OCCCCO)O1,u,x
NC(=O)CC(NC(=O)Cc1ccc(Br)cc1)c1ccc(N2CCC(N3CCCC3)CC2)c([N+](=O)[O-])c1 (configuration not stated),u,x
CC1CCCCN1c1ncnc2ccccc12 (configuration not stated),u,x
Nc1nnc(CCN2C(=O)CSC2=O)s1,-106%,20
COC(=O)N/N=C/c1cc(C)n(-c2ccccc2)c1C,3%,-5
COc1ccc(C(=O)c2oc3ccccc3c2N)cc1,u,x
O=C(Nc1ccc(C(=O)NCCCN2CCCCC2)cc1)C1=CSCCO1,i,x
Cc1c(Cl)c([N+](=O)[O-])nn1CCCC(=O)Nc1cc(Oc2ccccc2)cc([N+](=O)[O-])c1,2%,-1
Nc1cc(=O)nc(SCc2ccccc2)n1Cc1ccco1,19%,14
COc1nc(NCCO)nc(Nc2ccc([N+](=O)[O-])cc2)n1,-8%,19
COc1cccc(Cn2c(NCc3ccco3)nc3c2c(=O)n(C)c(=O)n3C)c1,u,x
Cc1cccc(C)c1NS(=O)(=O)c1ccc(F)cc1,u,x

# Copied from the list:
# Nc1cc(=O)nc(SCc2ccccc2)n1Cc1ccco1 in S3 lipid droplet cell count max reads 14
# Nc1nnc(CCN2C(=O)CSC2=O)s1 in S3 lipid droplet reads -106%

# Carrying on:
SMILES,S3 lipid droplet,S3 lipid droplet cell count max
O=C(/C=C/c1ccccc1)NC(=S)Nc1ccc(N2CCOCC2)c(Cl)c1,u,x
COC(=O)[C@@]1(Cc2ccc(F)cc2)[C@H]2c3cc(C(=O)N(C)C)n(Cc4ccccn4)c3C[C@H]2CN1C(=O)c1ccccc1,u,x
CC(C)c1ccc(NCCC(=O)c2ccc(Br)cc2)cc1,12%,-7
Cc1ccc(C(=O)N2CCN(S(=O)(=O)c3ccccc3[N+](=O)[O-])C2)cc1,u,x
CCSc1ccc(-c2ccc(C)cc2)nn1,u,x
CN(CC(=O)Nc1ccc(Cl)c(C(F)(F)F)c1)C(=O)Cc1cccs1,u,x
COc1ccc(CN2CCC(n3nccc3NC(=O)C3CC3)CC2)c(Cl)c1OC,i[0.369 µM],-3
COc1ccc(-c2ccc(=O)n(CC(=O)NCC3COCCO3)n2)cc1 (configuration not stated),u,x
CC1(C)CC(=O)C2=C(C1)OC(N)=C(C#N)C21C(=O)N(CN2CCOCC2)c2ccccc21 (configuration not stated),u,x
Cc1cccc(N2CC3=C(C2=O)C(c2ccccc2)NC(=O)N3C)c1 (configuration not stated),i,29
CCN(Cc1ccccc1)C(c1ccncc1)c1nnnn1C(C)(C)C (configuration not stated),9%,1
CC(=O)Nc1cccc(NC(=O)COc2ccccc2C)c1,10%,6
COc1ccccc1-c1nn(Cc2ccccc2)cc1C(=O)N1CCN(c2ncccn2)CC1,u,x
CCOC(=O)C1(C)/C(=N/Nc2ccc(Cl)cc2)C(=O)C(=O)N1c1ccccc1 (configuration not stated),u,x
Cc1cc2c(cc1S(=O)(=O)Nc1cccc(F)c1)n(C)c(=O)c(=O)n2C,u,x
C[C@@H](NC(=O)c1nc[nH]c1C(=O)NCc1ccccc1)c1ccccc1,u,x
Cc1ccc(O)c(C(CC(=O)NCc2ccco2)c2ccccc2)c1 (configuration not stated),u,x
COc1ccc(Cc2nnc(SCC(=O)Nc3ccccc3C#N)o2)cc1,i,7
CCC(Oc1ccccc1)C(=O)Nc1cc(C)on1 (configuration not stated),19%,x
CCOC(=O)C1CCN(C(=O)CSc2c3c(nc4ccccc24)CCC3)CC1,1%,8
O=C(O)c1ccccc1C(=O)NNc1cccc(Cl)n1,u,x
Cc1cccc(C(=O)N2CCCCCC2)c1[N+](=O)[O-],-24%[9.22 µM],x
N#Cc1c(N2C(=O)Nc3ccccc3N2O)sc2c1CCCCCC2,u,x
Cc1cc(OCC(=O)NCCCN2CCCC2=O)c2c(C)c(C)c(=O)oc2c1,u,x
CCOC(=O)CSC1=NC(=O)/C(=C/c2ccc(Br)cc2)S1,7%,2
CCN1/C(=C/c2ccc3cc(C)ccc3[n+]2CC)Sc2cc(C)c(C)cc21,u,x
O=C(OCC1OC(n2cc(Br)c(=O)[nH]c2=O)C(Br)C1O)c1ccccc1 (configuration not stated),u,x
CC1CN(C(=O)CCC(=O)N2CCN(c3ccccn3)CC2)c2ccccc2O1 (configuration not stated),u,x
Cc1cc(C)c(S(=O)(=O)NC2CC2)c(C)c1,i,6
CCOC(=O)N1CCN(C2CCCN(C(=O)c3cccc(N(C)C)c3)C2)CC1 (configuration not stated),i,x
Cc1ccc(C)c(S(=O)(=O)N2CCN(c3nc(CN4CCOCC4)nc4sc(C)c(C)c34)CC2)c1,12%,10
Cn1c2c(c(=O)[nH]c1=O)C(NC(=O)c1ccco1)(C(F)(F)F)C(=O)N2 (configuration not stated),u,x
CCO/C=C1\C(=O)N(CC)c2ccccc21,-5%,-13
CCOC(=O)CSc1nnc(C)c(=O)[nH]1,u,x
CCOc1ccc2nc(SCC(=O)NC3CCCCC3)[nH]c2c1,u,x
O=C(CN1C(=O)COc2ccccc21)Nc1ccc(F)cc1,u,x
O=C(COC(=O)CNC(=O)c1cccc([N+](=O)[O-])c1)Nc1cccc(S(=O)(=O)N2CCCC2)c1,-14%,5
CCN(CCn1cccn1)C(=O)c1cc(COc2ccccc2SC)on1,22%,1
CC(Sc1nccn1C)C(=O)c1c(N)n(C)c(=O)n(C)c1=O (configuration not stated),u,x
CC1CCCC(C)N1C(=O)CSc1nc2ccccc2c(=O)[nH]1 (configuration not stated),u,x
COC(=O)c1cccc(NC(=O)/C=C/c2cccc([N+](=O)[O-])c2)c1,-5%,-8
COc1ccc(CCNc2nc(-c3sc(C)nc3C)cs2)cc1OC,u,x
Cc1ccc(C(=O)OCC(=O)N2CCC(Cc3ccccc3)CC2)cc1N,u,x
Cc1ccc(NC(=O)c2ccc(S(=O)(=O)N3CCCCC3)cc2)cc1,0%,3
CCOC(=O)c1cc(-c2ccc(OC)cc2)nc2c1c(C)nn2CCC(N)=S,i,x
COc1ccc(OCC(=O)Nc2ccc3c(c2)nc(CCn2ccccc2=O)n3C)cc1,i,-6
COc1ccccc1CN1CC(C(=O)NCc2cc(F)ccc2C)CCC1=O (configuration not stated),-2%,-10
COc1ccc(-c2nnc3ccc(SCC(=O)N4CCCC4)nn23)cc1,i,x
O=C(Nc1ccccc1-c1ccccc1)c1ccc(Cl)c([N+](=O)[O-])c1,u,x
O=C1C2CC=CCC2C(=O)N1Cc1ccccc1 (configuration not stated),2%,2
CCOc1cc(NC(=O)c2ccccn2)c(OCC)cc1NC(=O)c1ccc(C)cc1,-2%,2
CCOC(=O)c1sc(-c2ccc(C)cc2)c(C#N)c1C,u,x
Cc1ccc(NC(=O)c2cccs2)cc1S(=O)(=O)Nc1cccc(Cl)c1,13%,-16
CCOc1cccc(CN2CCC(n3nccc3NC(=O)CCCc3ccccc3)CC2)c1,i,-23
COn1c2c(c3c4nonc4ccc31)CCCC2,i,x
CCN(CC)C(=O)CSc1nc2[nH]ncc2c(=O)[nH]1,7%,33
Cc1cc(C)c(CN2CCCC(CNC(=O)c3ccc(F)cc3)C2)c(-n2cccn2)c1 (configuration not stated),9%,10
Cc1ccc(C(=O)N2CCN(c3cccc(C)c3C)CC2)cc1S(=O)(=O)N1CCOCC1,u,x

# Given with each value named: entries from further up.
Cc1[nH]c(=O)[nH]c(=O)c1S(=O)(=O)Nc1cccc(C(F)(F)F)c1
  S3 lipid droplet: u	S3 lipid droplet cell count max: x
O=C(c1ccc(S(=O)(=O)N2CCOCC2)cc1)N(c1ccccn1)C1CCCCC1
  S3 lipid droplet: u	S3 lipid droplet cell count max: x

# Compound activity (PubChem)

# A portion of the library. The share of hits here may be higher or lower than overall.
